# From PubChem BioAssay
# D2 antag: HTS Assay for Allosteric Antagonists of the Human D2 Dopamine Receptor: Primary Screen for Antagonists; D(2) dopamine receptor (Homo sapiens), P14416; HEK293 TREx D2 cells, calcium flux, dopamine EC80; inhibition, % at 10 µM; 2% of 340,000 active; AID 485344, 2010; in the data active = inhibition above about 30%; note: 0% is about no effect
#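 Measurement of antagonist activity uses fluorescent calcium dye in inducible HEK293 T-REx D2 cells: 10 s baseline, compound addition with 180 s read, EC80 dopamine addition with a further 180 s read.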
# mIDH1 inhibitor: qHTS for Inhibitors of mutant isocitrate dehydrogenase 1 (IDH1): qHTS | Isocitrate dehydrogenase [NADP] cytoplasmic (Homo sapiens), O75874 | IDH1-R132H enzyme, NADPH consumption, diaphorase/resazurin fluorescence | Potency, µM (titrated, usually from 76.6 µM), inactives show at the highest dose activity change, negative = inhibition, hits mostly inhibitors | 0.093% of 390,000 active | AID 602179, 2012; note: potency is the fitted concentration of half-maximal effect; % is set by controls: 0 for no effect and ±100 for the full control effect; nearly all actives have a fitted effect of over 65% in size
# Target sequence (O75874 whole entry R132H, stated change not applied): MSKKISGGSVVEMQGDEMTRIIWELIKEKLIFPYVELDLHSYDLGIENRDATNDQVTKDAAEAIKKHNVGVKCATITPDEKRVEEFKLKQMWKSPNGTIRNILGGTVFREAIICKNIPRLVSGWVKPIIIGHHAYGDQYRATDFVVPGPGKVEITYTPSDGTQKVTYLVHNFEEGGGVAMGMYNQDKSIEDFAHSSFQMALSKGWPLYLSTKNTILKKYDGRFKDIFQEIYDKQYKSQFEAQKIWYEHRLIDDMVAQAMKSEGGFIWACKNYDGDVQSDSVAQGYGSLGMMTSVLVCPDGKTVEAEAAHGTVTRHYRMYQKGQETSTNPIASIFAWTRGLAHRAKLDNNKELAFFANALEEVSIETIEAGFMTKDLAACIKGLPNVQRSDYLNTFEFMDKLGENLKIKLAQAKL
#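 IDH1-R132H (0.5 ug/mL dispensed) in pH 7.5 Tris buffer was preincubated 30 min with compound, then given a substrate mix of 0.016 mM NADPH and 2 mM alpha-KG for 80 min at room temperature; remaining NADPH was read by diaphorase/resazurin fluorescence.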
# TRHR ag: qHTS for Small Molecule Agonists and Allosteric Enhancers of Human TRH Receptor: Primary Screen for Agonists; Thyrotropin-releasing hormone receptor (Homo sapiens), P34981; TRHR cells, calcium flux fluo-8, FDSS agonist mode; activation, % at 2 µM; 0.18% of 360,000 active; in the data active = activation above about 30%; note: 0% is about no effect
#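 TRHR-expressing cells, plated overnight in medium with 10% serum, were loaded with fluo-8 calcium dye at room temperature. After a 10 s baseline, library compound was pin-added and calcium release was recorded kinetically (ex 480/em 530) as agonist response.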
# TrxR1 substrate: qHTS Assay for Substrates of Mammalian Selenoprotein Thioredoxin Reductase 1 (TrxR1): qHTS; Thioredoxin reductase 1, cytoplasmic (Rattus norvegicus), O89049; purified TrxR1 substrate turnover, NADPH consumption readout; Potency, µM (series often up to 114 µM), inactives show at the highest dose activity change, negative = substrate turnover; 0.01% of 390,000 active; AID 588456, 2011; note: potency is the fitted concentration of half-maximal effect; % is set by controls: 0 for no effect and ±100 for the full control effect; nearly all actives have a fitted effect of over 50% in size
# Target sequence (O89049 whole entry, looked up): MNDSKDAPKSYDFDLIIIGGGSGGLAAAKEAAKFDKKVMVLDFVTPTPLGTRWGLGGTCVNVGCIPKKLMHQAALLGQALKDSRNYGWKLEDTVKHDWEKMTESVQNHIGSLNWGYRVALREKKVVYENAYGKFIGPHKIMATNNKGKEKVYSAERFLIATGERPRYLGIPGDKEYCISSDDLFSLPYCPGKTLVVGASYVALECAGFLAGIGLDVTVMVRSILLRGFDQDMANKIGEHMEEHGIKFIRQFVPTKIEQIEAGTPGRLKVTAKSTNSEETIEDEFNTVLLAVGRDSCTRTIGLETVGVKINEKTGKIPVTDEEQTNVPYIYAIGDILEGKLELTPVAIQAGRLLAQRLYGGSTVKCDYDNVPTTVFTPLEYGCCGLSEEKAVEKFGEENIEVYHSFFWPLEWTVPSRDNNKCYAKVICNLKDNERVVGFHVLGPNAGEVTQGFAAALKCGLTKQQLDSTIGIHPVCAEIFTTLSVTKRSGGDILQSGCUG
#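 Rat TrxR1, dispensed at 90 nM, was prereduced with 400 uM NADPH (final) for 5 min at ~22 deg C, then incubated with compound 15 min before 400 uM selenite. A first-read NADPH fluorescence drop versus no-compound background flagged substrates.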
# D2 ag: HTS Assay for Allosteric Agonists of the Human D2 Dopamine Receptor: Primary Screen for Agonists | D(2) dopamine receptor (Homo sapiens), P14416 | HEK293 T-REx D2 cells, calcium flux agonist mode | activation, % at 2 µM | 0.53% of 340,000 active;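 active = activation over 3 SD above normal in the single-dose calcium agonist read, cut at about 30% in these data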; note: 0% is about no effect
#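 Tetracycline-induced HEK293 Trex cells with D2 receptor force-coupled to calcium signaling, plated overnight at 30 C and loaded with no-wash calcium dye. Calcium flux read kinetically for 180 s after compound addition; responses flag agonists.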
# TRHR PAM: qHTS for Small Molecule Agonists and Allosteric Enhancers of Human TRH Receptor: Primary Screen for Enhancers; Thyrotropin-releasing hormone receptor (Homo sapiens), P34981; 0.66% of 360,000 active; enhancement, % at 2 µM; TRHR cells, fluo-8 calcium fluorescence, EC20 TRH enhancement; AID 493056, 2011; in the data active = enhancement above about 30%; note: 0% is about no effect
#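 TRHR-expressing cells loaded with fluo-8 calcium dye were read kinetically (ex 480/em 530) during compound addition, then stimulated with an EC20 of TRH (10 nM final). Enhancement of the Gq-mediated intracellular calcium response was scored.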
# Pin1 inh: qHTS Assay to Find Inhibitors of Pin1; Potency, µM (highest dose often 115 µM), inactives show at the highest dose activity, negative = inhibition, actives largely listed as inhibitors; Pin1 FP peptide displacement, HiFluor488, 10 min; Peptidyl-prolyl cis-trans isomerase NIMA-interacting 1 (Homo sapiens), Q13526; AID 504891, 2011; 0.009% of 390,000 active; active = well fitted inhibition curve with a large enough effect in the polarisation, with a control signal flat, not every such curve was filed as active; inconclusive = small, poorly fitted or top-dose-only effect, or effect the other way, or a change in a side signal; inactive = no such curve, though single readings can be large or run the other way; the % refers to the polarisation; note: potency is the fitted concentration of half-maximal effect; % is set by controls: 0 for no effect and ±100 for the full control effect
# Target sequence (Q13526 whole entry, looked up): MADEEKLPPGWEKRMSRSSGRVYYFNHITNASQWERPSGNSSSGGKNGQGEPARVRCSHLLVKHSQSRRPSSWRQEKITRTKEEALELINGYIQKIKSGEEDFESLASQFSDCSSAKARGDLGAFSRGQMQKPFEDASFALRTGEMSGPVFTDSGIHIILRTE
# TrxR1 inh: qHTS Assay for Inhibitors of Mammalian Selenoprotein Thioredoxin Reductase 1 (TrxR1): qHTS | Thioredoxin reductase 1, cytoplasmic (Rattus norvegicus), O89049 | recombinant rTrxR1, NADPH fluorescence consumption, selenite substrate | Potency, µM (highest dose often 114 µM), for inactives: at the highest dose activity change, negative = inhibition, most hits filed as inhibitors | 1% of 390,000 active | AID 588453, 2011; note: potency is the fitted concentration of half-maximal effect; % is set by controls: 0 for no effect and ±100 for the full control effect; nearly all actives have a fitted effect of over 65% in size
#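 Rat TrxR1 (90 nM in the dispensed reagent) was pre-reduced with 400 uM NADPH for 5 min at room temperature, then incubated with compound for 15 min. After 400 uM selenite was added, NADPH fluorescence (Ex 340/Em 450 nm) was followed for 8 min.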
# USP1 inh: Inhibitors of USP1/UAF1: Primary Screen. Ubiquitin carboxyl-terminal hydrolase 1 (Homo sapiens), O94782. recombinant USP1/UAF1, Ub-Rhodamine cleavage fluorescence. Potency, µM (top dose mostly 57.1 µM), inactives show top-dose activity change, negative = inhibition, usual class: inhibitors. 0.23% of 390,000 active; note: potency is the fitted concentration of half-maximal effect; % is set by controls: 0 for no effect and ±100 for the full control effect; nearly all actives have a fitted effect of over 60% in size; inactives centre near -12
#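 1 nM enzyme complex + cpd, 15 min RT; start with Ub-Rho 150nM final; kinetic fluorescence ex 480/em 540, 6 reads q60 s. Buffer 50mM HEPES pH 7.8, 0.5mM EDTA, 0.1 mg/ml BSA, 1mM TCEP, 0.01% Tween-20.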
# * = called active by the depositor; ? = inconclusive; · = no result given; & = joins results of further samples; [ ] = dose if it differs, or a comment. Unless noted, calls come from the whole dose curve; as a rule, active = well fitted inhibition curve with a large enough effect; inconclusive = small, poorly fitted or top-dose-only effect; inactive = no such curve, though single readings can be large or run the other way. Only part of the results is shown, so the mix of outcomes need not match the whole.
SMILES,D2 antag,mIDH1 inhibitor,TRHR ag,TrxR1 substrate,D2 ag,TRHR PAM,Pin1 inh,TrxR1 inh,USP1 inh
Cc1ccc(-n2ncc3c(N4CCCCC4)ncnc32)cc1,·,-3%,0.0,1%[57.1 µM],0.3,-7,2%,4%[57.1 µM],-20%
O=C1CCc2cc(S(=O)(=O)N3CCC(C(=O)NCc4ccccc4Cl)CC3)ccc2N1,-5,3%,-0.7,2%,-1.0,3,0%,14%,-23%
COc1cc(C(=O)N2CCC(NC(=O)C(Cc3ccc(C)cc3)NC(C)=O)CC2)cc(OC)c1OC (centres undefined),9,-1%,-0.1,3%,0.2,-5,5%,14%,6%
COc1ccc(N2CC(C(=O)N[C@H](C(=O)NC3CCCCC3)C(C)C)CC2=O)cc1 (some centres undefined),-27,-8%,-0.7,4%,-0.2,0,9%,19%,-17%
Cc1ccc(CN2CCN(/N=C/c3cccnc3)CC2)c(C)c1,-10,2%,0.1,3%,-0.2,-1,3%,16%,-23%
O=C(O)C1C2CCC(C2)C1C(=O)NCc1ccco1 (centres undefined),-12,1%,-1.0,3%,-1.3,2,-9%,-11%,-4%
Cc1cnc(C(=O)OCC(=O)N2c3ccccc3NC(=O)C2(C)C)cn1,-1,-3%,0.1,4%[57.1 µM],-0.6,4,-15%,21%[57.1 µM],-15%
O=c1[nH][nH]c(-c2ccccc2O)c1C(C[N+](=O)[O-])c1ccccc1 (centres undefined),22,5%,0.3,12%[57.1 µM],1.6,3,-5%,-5%[57.1 µM],-12%
O=C(Nc1sc2c(c1C(=O)NCC1CCCO1)CCCC2)c1cc(=O)c2ccccc2o1 (centres undefined),·,5%,-0.3,1%,-0.4,-4,?,17%,?
CCc1ccc(CNn2cnnc2SCC(=O)NC(C)(C)C)cc1,0,-1%,0.1,-5%,0.9,6,-8%,1%,5%
COc1ccccc1N1CCN(C(=O)Cn2c(=O)n3nc(-c4cccc(F)c4)nc3c3ccccc32)CC1,·,-2%,0.4,-1%[57.1 µM],12,0,-1%,19%[57.1 µM],-17%
COc1ccc(/C=C/C(=O)Nc2sc3c(c2C(N)=O)CCCC3)cc1,·,-21%,-0.6,3%,-0.9,-3,?,15%,-5%
CCCCNC(=O)CSc1nc(-c2ccc(OC)cc2)cc(C(F)(F)F)n1,·,-9%,0.6,5%,-0.2,16,-2%,24%,-22%
COc1cccc(CN2CCNC(=O)C2CC(=O)NCCOc2cccnc2)c1 (centres undefined),-10,8%,-0.4,-20%[57.1 µM],9.4,5,?,12%[57.1 µM],-5%
O=C(NCc1ccccn1)c1ccco1,10,2%,-1.5,-18%[57.1 µM],1.0,-7,?,-37%,-3%

# Three entries already listed, sorted by the value under D2 antag, smallest number first.
SMILES | D2 antag
COc1ccc(N2CC(C(=O)N[C@H](C(=O)NC3CCCCC3)C(C)C)CC2=O)cc1 (some centres undefined) | -27
O=C(O)C1C2CCC(C2)C1C(=O)NCc1ccco1 (centres undefined) | -12
Cc1cnc(C(=O)OCC(=O)N2c3ccccc3NC(=O)C2(C)C)cn1 | -1

# Next part.
SMILES,D2 antag,mIDH1 inhibitor,TRHR ag,TrxR1 substrate,D2 ag,TRHR PAM,Pin1 inh,TrxR1 inh,USP1 inh
COc1cccc(CNCCSc2nnnn2C)c1,24,2%,-0.3,3%,-0.3,-3,-5%,13%,-11%
CCN(CC)S(=O)(=O)c1cccc(NC(=O)C2SC(=Nc3ccc(C)cc3C)C(C(=O)NC(C)COC)=C2N)c1 (centres undefined),-11,7%,0.7,-1%,1.0,-2,4%,20%,-16%
COc1ccc(/C=C(\NC(=O)c2ccccc2Cl)C(=O)NCCCC(=O)O)cc1,0,1%,0.9,6%[57.1 µM],-0.8,-7,3%,12%[57.1 µM],-22%
O=[N+]([O-])c1ccc(C2=NN(c3ccccc3)C(c3ccco3)C2)cc1 (centres undefined),-3,7%,59*,-24%[57.1 µM],56*,2,?,3%[57.1 µM],2%
Cc1ccc(S(=O)(=O)N(CC(=O)N2CCC(C)CC2)c2cccc(C)c2)cc1,8,3%,2.0,-8%,-0.3,-5,4%,-1%,-7%
C=CCCC(=O)N1CCC(n2nccc2NC(=O)c2ccccc2C)CC1,5,2%,0.4,-11%,0.4,1,-9%,-15%,-6%
CCOc1ccc(NC(=O)c2cc3cc4ccc(C)cc4nc3o2)cc1,3,-5%,2.7&1.1,1%,0.8&-0.8,0&4,-6%,17%,?
CCc1ccc(NS(=O)(=O)c2ccc3oc(=O)c4ncn(CC)c4c3c2)cc1,·,-6%,-0.5,-5%,0.2,0,5%,7%,-8%
COc1ccc(C2NC3=C(CCC3)C3(C#N)C4(N=C(N)C23C#N)OCCO4)cc1 (centres undefined),-10,6%,-0.5,2%,-0.5,8,1%,-15%,-15%
O=C(c1ccco1)N1CCN(c2ncnc3c(-c4ccccc4)nsc23)CC1,5,3%,-0.2,26%,0.3,9,30%[activator],?,-15%
COC(=O)c1sc2nc(SCc3ccccc3C)n(N)c(=O)c2c1C,3,3%,0.7,46%,3.0,0,-2%,13%,-18%
Cc1cccc(C)c1NC(=O)C1CCCN1C(=O)Nc1cccc(F)c1 (centres undefined),9,-4%,-0.1,1%,-0.2,-3,21%,9%,-23%
O=c1oc2ccccc2cc1-c1nnc(Nc2ccc(Cl)cc2Cl)s1,·,0%,-0.9,6%,1.0,-8,?,33%,-17%
COCC(C)N=C1NN=C(c2cc(C)n(Cc3ccccc3Cl)c2C)CS1 (centres undefined),-1,0%,0.3,-9%,1.1,-5,3%,-8%,-18%
COc1ccc(CN(C(=O)c2oc3cc(C)ccc3c2C)C2CCS(=O)(=O)C2)cc1OC (centres undefined),-14,6%,-0.5,4%[57.1 µM],4.3,1,-2%,6%[57.1 µM],-30%
COc1ccc(C)cc1NC(=O)c1ccc([N+](=O)[O-])cc1[N+](=O)[O-],-2,-3%,0.0,0%,0.6,-3,-4%,34%,-9%
CC(C)(C)c1cc(C(=O)NNC(=O)Nc2cccc(Cl)c2)n(Cc2ccccc2)n1,50*,10%,0.2,-15%,0.8,-6,2%,-13%,-15%
Cc1ccc2c(COC(=O)c3ccccc3F)cc(=O)oc2c1,4,-9%,0.4,-1%[57.1 µM],-0.8,4,-4%,11%[57.1 µM],-2%
CCOc1ccc(N2CC(C(=O)N3CCCc4ccccc43)CC2=O)cc1 (centres undefined),56*,-5%,-0.9,-3%,-2.5,4,5%,-3%,-25%
Cn1c(Oc2ccc(Cl)c3cccnc23)nc2c1c(=O)n(Cc1ccccc1Cl)c(=O)n2C,4,·,0.2,·,-0.1,-2,·,·,·
Cc1ccc2c(c1)OC(=O)CC2c1ccccc1 (centres undefined),-28,6%,-1.1,-10%,-1.5,-3,-3%,11%[57.1 µM],-22%
COc1ccc(-c2nc3scc(CCNS(=O)(=O)c4ccc5c(c4)OCCO5)n3n2)cc1OC,·,-11%,-0.3,-7%[57.1 µM],·,0,?,-5%[57.1 µM],-10%
Cc1c(Br)c([N+](=O)[O-])nn1CC(=O)Nc1nccs1,-2,-6%,0.2,2%[57.1 µM],0.1,-1,-10%,13%[57.1 µM],-13%
CO/N=C/NC(=O)c1c(OC)ccnc1Oc1ccc(F)cc1,-4,-2%,-1.7,4%,-0.3,17,3%,-1%,-4%
CC(C)C[C@@H](CNCC(=O)[C@H](Cc1c[nH]c2ccccc12)NC(=O)c1[nH]cnc1C(=O)N[C@@H](C)CN)NC(=O)c1nc[nH]c1C(=O)N[C@@H](Cc1ccccc1)C(=O)O,·,5%,·,-8%,·,·,-2%,-3%,-33%
O=C(Nc1cc(N2CCOCC2)ncn1)NC1(C(F)(F)F)Oc2ccc(Cl)cc2O1 (centres undefined),3,·,-0.2,·,-0.3,0,·,·,·
CN(C(=O)COC(=O)COc1ccc2ccccc2c1)c1c(N)n(Cc2ccccc2)c(=O)[nH]c1=O,-1,28%,0.3,-7%,-0.3,5,23%,-14%,-2%
CC1(C)CC(=O)c2c(oc3c(Cl)cc(NS(=O)(=O)c4ccc(Cl)cc4)cc23)C1,·,1%,0.2,2%,0.3,-1,33%[activator],17%,-25%
C/C(=N\NC(=O)c1nc2ccccn2c1C)c1cccc([N+](=O)[O-])c1,-10,15%,-0.2,6%[57.1 µM],0.1,0,9%,6%[57.1 µM],-16%
COc1cc(/C=C/C(=O)OCc2csc(CC(=O)Nc3ccc(C)cc3)n2)ccc1OCC#N,-1,-4%,0.4,-7%,0.6,9,14%,11%,-5%
Cc1ccc(NC(=O)C2CCCN(S(=O)(=O)c3cccc4cccnc34)C2)c(Br)c1 (centres undefined),·,0%,-0.6,2%[57.1 µM],0.6,2,-2%,16%[57.1 µM],-21%
[N-]=[N+]=N[C@@H](CCN1CC[C@H](NC(=O)OCc2ccccc2)CCC1=O)c1ccccc1,27,-1%,-1.3,8%[57.1 µM],1.2,-5,0%,23%[57.1 µM],-2%
